# From PubChem
# ALDH1A1 inh: inhibitors of human aldehyde dehydrogenase 1A1; P00352; Purified ALDH1A1, NADH fluorescence, propionaldehyde substrate; Potency, µM (series often up to 75.3 µM), for inactives: at the highest dose activity, negative = inhibition, hits mostly inhibitors; 220,000 compounds, 7.3% hits; AID 1030; active means well fitted inhibition curve with a large enough effect, not every such curve was filed as active; inconclusive means small, poorly fitted or top-dose-only effect, or another doubt; inactive means no such curve, though single readings can be large or run the other way;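 further: plate controls were no enzyme wells and a reference inhibitor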
# Target sequence (P00352 whole entry, looked up): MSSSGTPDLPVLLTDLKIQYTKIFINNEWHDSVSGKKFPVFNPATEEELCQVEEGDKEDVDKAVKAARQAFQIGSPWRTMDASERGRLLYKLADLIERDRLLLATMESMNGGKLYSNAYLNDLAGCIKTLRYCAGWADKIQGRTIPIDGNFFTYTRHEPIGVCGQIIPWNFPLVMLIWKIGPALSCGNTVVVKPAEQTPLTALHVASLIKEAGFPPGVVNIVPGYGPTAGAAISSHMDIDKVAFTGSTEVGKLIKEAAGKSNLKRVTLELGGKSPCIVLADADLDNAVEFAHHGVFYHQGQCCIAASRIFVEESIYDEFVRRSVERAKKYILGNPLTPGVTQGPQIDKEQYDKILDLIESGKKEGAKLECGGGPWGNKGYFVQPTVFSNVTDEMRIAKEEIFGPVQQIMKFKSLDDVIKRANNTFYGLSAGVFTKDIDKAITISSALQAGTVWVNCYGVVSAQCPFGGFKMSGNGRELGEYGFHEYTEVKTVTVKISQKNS
# KDM4E inh: JMJD2E (human) inhibition. AID 2147. JMJD2E catalytic domain, FDH-coupled NADH fluorescence (FDH is formaldehyde dehydrogenase). Potency, µM (doses to about 57.1 µM), for the others: at the highest dose activity change, negative = inhibition, actives largely listed as inhibitors. B2RXH2. 230,000 compounds, 1.6% hits; active means well fitted inhibition curve with a large enough effect, not every such curve was filed as active; inconclusive means small, poorly fitted or top-dose-only effect, or another doubt; inactive means no such curve, though single readings can be large or run the other way;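 further: 0% = wells with enzyme and -100% = buffer wells without enzyme; nearly all actives have a fitted effect of over 50% in size; many of its hits are not listed in these tables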
# Target sequence (B2RXH2 1-337 limits assumed): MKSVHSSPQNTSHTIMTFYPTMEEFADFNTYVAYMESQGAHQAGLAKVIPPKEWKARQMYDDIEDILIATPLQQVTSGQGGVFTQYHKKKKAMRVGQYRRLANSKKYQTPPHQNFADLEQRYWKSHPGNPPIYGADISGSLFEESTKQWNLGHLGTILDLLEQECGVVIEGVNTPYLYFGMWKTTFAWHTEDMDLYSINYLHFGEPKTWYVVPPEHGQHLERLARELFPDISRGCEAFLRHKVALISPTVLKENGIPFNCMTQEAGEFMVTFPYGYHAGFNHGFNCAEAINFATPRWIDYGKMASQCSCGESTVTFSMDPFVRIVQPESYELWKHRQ
# Tau fluor cs: counter-screen for tau fibril formation inhibitors; AID 1463; Potency, µM (doses to about 57.7 µM), inactives show at the highest dose activity change, negative = decrease; tau K18 P301L Alexa594 fluorescence, heparin fibrillization; 280,000 compounds, 0.93% hits; further: on the % scale 0 is the no-effect control and ±100 the full control effect; nearly all actives have a fitted effect of over 55% in size
#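 Human tau K18 P301L (15 uM unlabeled, 0.24 uM Alexa 594-labeled) in 100 mM sodium acetate pH 7 with 20 uM heparin, 6 hr at 37 C. ThT 30 uM added, 1 hr ambient; Alexa 594 FP and total fluorescence read at 555/632 nm.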
# HTT ATP protect: protects HTT-Q103 PC12 cells, measured by ATP. AID 1471. 230,000 compounds, 0.14% hits. PC12 HTT-Q103 induced, cytoprotection, ATP luminescence, 40 h. Potency, µM (doses to about 56.4 µM), for inactives: cytoprotection (ATP increase), hits mostly activators;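 further: % of control where 0% means no effect; nearly all actives have a fitted effect of over 45% in size; toxic huntingtin expression switched on by the ecdysone agonist tebufenozide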
#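 Stable PC12 Q103-GFP cells in serum-supplemented, phenol red-free DMEM; induction by tebufenozide at 100 nM final; compound dose series; cell viability quantified luminescently from ATP.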
# HTT aggregate: inhibitors of mutant huntingtin aggregate formation in PC12 cells; 220,000 compounds, 1.1% hits; PC12 HttQ103-GFP aggregates, Acumen cytometry, 40 h; Potency, µM (highest dose often 46.1 µM), without a hit: top-dose activity change, negative = inhibition, usual class: inhibitors; further: on the % scale 0 is the no-effect control and ±100 the full control effect; nearly all actives have a fitted effect of over 60% in size
#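 PC12/HTTQ103-GFP, ecdysone-inducible; teb 100 nM; cpd qHTS titration; GFP aggregates read on laser cytometer, Ex 488/Em 500-530 nm.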
# SMN2 splice enh: enhancers of SMN2 splice variant expression; HEK293 SMN2-luciferase splicing reporter, luminescence, 30-36 h; Potency, µM (top dose mostly 46.1 µM), inactives show at the highest dose activity change, positive = activation, actives largely listed as activators; 210,000 compounds, 2.8% hits; AID 1458; further: % of control where 0% means no effect; nearly all actives have a fitted effect of over 55% in size
#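 HEK293 cells carry an SMN2 minigene-luciferase reporter in which exon 7 inclusion puts luciferase in frame. Cells were seeded at 2000 cells/well, attached for 10-12 hours, then exposed to compounds for 30-36 hours at 37C before ONE-Glo luminescence.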
# Tau FP inhib: inhibitors of human tau fibril formation; K18 P301L tau heparin fibrillization, Alexa594 FP, 6 h; 280,000 compounds, 0.39% hits; Potency, µM (highest dose often 57.7 µM), without a hit: at the highest dose activity, negative = inhibition, hits mostly inhibitors; P10636; AID 1468; further: on the % scale 0 is the no-effect control and ±100 the full control effect; nearly all actives have a fitted effect of over 55% in size
# Target sequence (P10636 561-689 P618L limits assumed): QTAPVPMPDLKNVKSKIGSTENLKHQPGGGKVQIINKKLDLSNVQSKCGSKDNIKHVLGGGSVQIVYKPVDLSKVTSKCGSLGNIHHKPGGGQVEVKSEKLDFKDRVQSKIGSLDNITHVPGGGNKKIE
#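 Human tau K18 […] P301L fragment, 15 uM unlabeled plus 0.24 uM Alexa 594-labeled tau (final), with compound and 20 uM heparin in 100 mM sodium acetate pH 7; 6 hr at 37 C, then Alexa 594 FP read.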
# Tau fibril ThT: blocks human tau fibril formation measured by thioflavin T | recombinant tau K18 P301L, heparin-induced fibrillization, ThT fluorescence | AID 1460 | 270,000 compounds, 2.1% hits | Potency, µM (doses to about 57.4 µM), for inactives: top-dose activity, negative = inhibition, hits mostly inhibitors | P10636; further: on the % scale 0 is the no-effect control and ±100 the full control effect; nearly all actives have a fitted effect of over 55% in size
#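 Using a mix of unlabeled (15 uM) and Alexa 594-labeled (0.24 uM) tau K18 P301L, heparin-triggered fibrillization over 6 hr at 37 C was scored by ThT fluorescence.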
# * marks the source's active call; other numbers are inactive results; ? = inconclusive; . = no result given; & = joins results of further samples; [ ] = dose if it differs, or a comment. Unless noted, the call rests on the fitted dose curve; in most records, active means well fitted curve in the direction sought with a large enough effect; inconclusive means small, poorly fitted or top-dose-only effect, or another doubt; inactive means no such curve, though single readings can be large; an effect the other way counts as inactive or inconclusive. Potency means the concentration at half of the fitted maximal effect. A portion of the library; the hit share may differ from the screen's.
mol	ALDH1A1 inh	KDM4E inh	Tau fluor cs	HTT ATP protect	HTT aggregate	SMN2 splice enh	Tau FP inhib	Tau fibril ThT
CN=C(C)C1=C(O)C(C(=O)OC)C(C)(C)CC1=O (stereo not given)	6.7%	2.9%	4.7%	5.1%	-18.2%	6.3%	-2.5%	-5.7%
O=C(NCCCN1CCOCC1)c1ccc(CNS(=O)(=O)c2ccc(F)cc2)cc1	4.4%	1.4%	-2.8%	-2.3%[0.074 µM]	3.1%	16.7%	-1.0%	-8.0%
CCn1c(C(=O)NCc2ccc(OC(C)C)cc2)cc2oc3ccccc3c21	.	.	-22.9%	.	.	?	?	-11.8%
Cc1ccccc1N1CCN(S(=O)(=O)c2ccccc2)CC1	-5.6%	-3.1%	-19.7%&-21.3%	-13.0%[10 µM]	-32.0%	-20.2%&-8.7%	-1.4%&-11.1%	-8.5%&-12.2%
C=CC[C@@H]1C=C[C@H](Oc2ccc(C)cc2)[C@H](COC(=O)NCc2cccc3ccccc23)O1	-3.9%[13.5 µM]	.	-13.4%[11.6 µM]	-8.6%[10 µM]	.	.	4.2%[11.6 µM]	-7.7%[11.5 µM]
COc1ccc(C2C(C(=O)c3ccccc3)=C(C)Nc3nc4ccccc4n32)cc1OC (stereo not given)	5.8%	-0.2%	-10.5%	.	-1.8%	-0.8%	0.2%	-6.8%
CCc1ccc(CN(Cc2ccco2)C(=O)c2ccc(C)cc2)cc1	.	.	-9.8%	.	.	3.2%	-1.3%	-10.2%
O=S(=O)(NC1CCCCC1)c1ccc(F)c2ccccc12	-10.0%	-5.0%	-17.2%	6.8%	?	11.8%	6.7%	-3.2%
CN(Cc1nc2c(s1)CCCC2)C(=O)CCc1nnc(-c2ccc3c(c2)OCO3)o1	.	?	10.1%	29.5%[10 µM]	40.3%[9.22 µM]	.	0.8%	3.6%
CC(=O)N(C)c1ccc(N=Nc2c(C)[nH]n(C(N)=S)c2=O)cc1	?	-1.1%	-11.5%	-15.5%	12.2%	3.16µM*	-17.1%	?
CNc1c([N+](=O)[O-])cnn1-c1ccc(C)cc1	-4.9%	-4.7%	-0.5%	29.6%	-3.3%	-18.6%	4.8%	-2.6%
COc1ccc(C(=O)Oc2ccc(C(c3c(C)[nH][nH]c3=O)c3c(C)[nH][nH]c3=O)cc2)cc1	.	.	-18.8%	.	.	19.9%	-16.3%	?
COc1ccc(OCC(O)CNC(=O)Nc2cc(C)cc(C)c2)cc1 (stereo not given)	.	2.4%	-16.0%	20.4%[10 µM]	3.8%[9.22 µM]	.	0.3%	-14.5%
COc1ccccc1Cn1c(=S)[nH]c2cc(C(=O)N3CCN(C)CC3)ccc2c1=O	?	17.0%	-2.8%	-4.4%	11.5%	-22.4%	-2.1%	-2.4%
COc1ccc(CNC(=O)COc2ccc(C)nc2[N+](=O)[O-])cc1	?	14.0%	3.2%	23.1%[10 µM]	?	9.9%	2.9%	-9.2%
Cc1ccc(/C=C/C(=O)NCCCn2ccnc2)cc1	19.3%	-2.8%	2.4%[2.34 µM]	9.9%[10 µM]	3.7%[9.22 µM]	.	3.8%	4.4%
COC(=O)C/C=C/[C@@H](C)[C@@H](/C=N/O[C@H](C)c1cn([C@@H]2COC[C@H]2O)nn1)NS(=O)(=O)c1ccc(C)cc1	-6.5%	4.3%	-5.0%	.	-21.0%	-35.2%[inhibitor]	6.3%	-9.1%
CCCNC(=O)c1cc(-c2ccc(Br)cc2)on1	-12.7%	3.5%	-15.3%	-4.6%	12.9%	?	-8.3%	-15.2%
CCCC(=O)Nc1nc2ccc3nc(C)sc3c2s1	?	?	-8.5%	-16.1%	?	?	0.9%	-14.8%
FC(F)(F)C(Oc1nc(Nc2ccc(Cl)cc2)nc(N2CCOCC2)n1)C(F)(F)F	7.9%	-3.4%	7.1%	21.3%[10 µM]	-5.9%	-9.2%	3.9%	1.0%
Cc1ccccc1S(=O)(=O)Cc1ccc(C(=O)N2CCN(C3CCCCC3)CC2)o1	-10.9%	3.5%	2.4%	2.7%	5.0%	4.8%	5.0%	-1.7%
CCOc1ccc(/C(O)=C2/C(=O)C(=O)N(c3nc(C)c(C)s3)C2c2ccco2)cc1 (stereo not given)	1.4%	-7.3%	-5.6%	-9.3%	3.7%	-5.5%	-5.4%	?
CCOC(=O)C1=C(CSc2nc(C)cc(C)c2C#N)OC(N)=C(C#N)C1c1cccs1 (stereo not given)	14.1µM*	?	-8.2%	-2.6%	13.8%	21.9%	4.3%	-15.6%
COc1ccc(C2OC(=O)CC2C(=O)NCc2ccc(Cl)cc2)cc1OC (stereo not given)	0.8%	1.8%	-7.3%	-67.4%[inhibitor]	17.3%	?	-9.2%	-5.8%
CCN(CC(=O)NC1CCS(=O)(=O)C1)S(=O)(=O)c1ccc2ccccc2c1 (stereo not given)	6.4%	6.3%	4.4%	-17.0%[10 µM]	-11.1%	-15.4%	-1.9%	5.0%
Cc1cc(C)cc(OCC(=O)Nc2ccc3c4c(cccc24)CC3)c1	-0.4%	-7.3%	-11.6%	-19.8%	-3.1%	-10.9%	-4.1%	-5.8%
CCN(CC)C(=O)CSc1nc2ccccc2c(=O)n1CC1CCCCC1	11.2µM*	-2.9%	-1.7%	-47.3%[inhibitor]	?	.	-8.9%	2.1%
CCN1C(=O)N(S(=O)(=O)c2ccc(C)cc2)[C@@H](c2ccccc2)C(C(=O)OC)=C1C	16.4%[13.5 µM]	0.6%[11.4 µM]	6.2%[11.6 µM]	-6.0%&4.9%[10 µM]	16.2%[9.22 µM]	-9.7%[9.22 µM]	2.2%[11.6 µM]	11.8%[11.5 µM]
OC(CNCCc1ccc(Cl)cc1)COCc1ccco1 (stereo not given)	?	?	-6.2%	-9.0%	10.3%[9.22 µM]	10.4%	-6.2%	-7.0%
O=C(O)c1ccc(NS(=O)(=O)c2ccc(Cl)c(C(=O)Nc3ccccc3)c2)cc1	.	.	-12.9%	.	.	4.4%	-4.2%	-5.8%
O=C(Cn1cc(S(=O)(=O)c2ccccc2)c(=O)c2cc3c(cc21)OCO3)Nc1ccccc1	.	.	-12.5%	.	.	5.9%	-10.3%	8.3%
CCOc1ccc2[nH]c(=O)c(C(c3nnnn3Cc3ccco3)N3CCN(C)CC3)cc2c1 (stereo not given)	?	?	-19.1%	-70.7%[inhibitor][10 µM]	?	.	?	14.1µM*
COc1cc(C2CC(=O)Oc3c(C(CCN4CCOCC4)c4ccc(N(C)C)cc4)c(OC)cc(OC)c32)cc(OC)c1OC (stereo not given)	.	-0.3%	-9.1%	22.5%[10 µM]	-18.6%[9.22 µM]	.	-3.2%	-11.9%
COc1ccc(S(=O)(=O)N(CC(=O)N2CCOCC2)Cc2ccccc2)cc1	?	11.3%	-2.1%	2.8%[10 µM]	-15.2%	-2.3%	4.4%	0.5%
Cc1cccc(C(C)C)c1NC(=O)c1ccc(COc2ccc3c(C)cc(=O)oc3c2)cc1	0.3%	-12.2%	-0.8%	-12.4%[10 µM]	3.7%	.	4.9%	1.3%
COc1ccc(C2C(Oc3ccccc3)C(=O)N2c2cc(C)ccc2C)cc1OC (stereo not given)	0.1%	-1.5%	-13.4%	-20.1%	25.3%	-10.5%	-3.9%	-7.4%
COc1ccccc1NS(=O)(=O)c1cccc(N2CC(O)=C(c3ccccc3)C2=N)c1	-2.3%	1.2%	-2.9%	-21.6%[10 µM]	2.4%	4.0%	0.3%	-3.4%
NS(=O)(=O)c1cc(C(=O)O)cc(N2CCCC2)c1Oc1ccccc1	?	?	.	-48.2%[inhibitor][17.1 µM]	-9.4%[20.6 µM]	-2.4%[20.6 µM]	.	.
COc1ccc(C(=O)N2CCN(c3ncnc4c(-c5ccccc5)nsc34)CC2)cc1	2.82µM*	-6.5%	1.1%	17.0%[10 µM]	-8.2%	-87.3%[inhibitor]	9.3%	?
Cc1cc(C(=O)OCC(=O)NC(C)c2ccccc2)c(C)o1 (stereo not given)	9.3%	0.3%	2.6%	-66.7%[inhibitor]	-6.1%	6.2%	7.2%	-3.5%
Cc1cccc(OCCn2c(=O)sc3ccccc32)c1	-6.2%	-11.4%	-18.8%	6.9%[10 µM]	-14.1%	12.6µM*	-3.4%	-7.4%
Cc1nnc(Sc2cc(NCCCO)c([N+](=O)[O-])c3nonc23)s1	?	-3.1%	?	-143.3%[inhibitor]	?	4.5%	-14.1%	6.31µM*
O=C(CSc1nc2ccsc2c(=O)n1CC1CCC(C(=O)O)CC1)c1ccc(Cl)cc1 (stereo not given)	2.4%	1.6%	-5.1%	5.7%	-14.1%	-13.0%	-0.1%	-10.7%
CCCCOc1ccc(-c2nc(=S)[nH][nH]2)cc1	11.0%	-3.5%	-15.8%	10.6%[10 µM]	-32.2%	10µM*	-6.1%	-14.6%
CCOC(=O)C1=C(c2ccccc2)N(C)C(=O)NC1c1ccc(O)c(OC)c1 (stereo not given)	8.1%	-5.2%	-12.7%	-55.0%[inhibitor]	-4.7%	.	-1.8%	-15.1%
CC1CCN(S(=O)(=O)c2ccc(S(=O)(=O)N3CCC4(CC3)OCCO4)cc2)CC1	-4.2%	-1.0%	-5.9%	32.1%[10 µM]	1.3%	2.8%	-6.3%	-0.8%
Cc1nn(CC(=O)NCc2ccccc2)c(C)c1[N+](=O)[O-]	-2.5%	4.0%	4.4%	4.2%	-16.3%	-11.8%	0.2%	4.7%
Nn1c(COc2ccc(Cl)cc2)nc2ccccc2c1=O	4.6%	-2.2%	-0.4%	.	-13.3%	14.1µM*	4.2%	-9.4%
CCOC(=O)c1cc(OC(=O)c2cc(Cl)ccc2OC)n(-c2ccccc2)n1	.	.	-15.7%	.	.	-5.8%	-2.2%	-16.9%
C=CCNC(=O)c1snnc1-c1ccccc1	-5.7%	-5.8%	-6.3%	1.8%	-7.1%	-8.4%	-9.2%	-10.9%
